OXTR potentiator – potentiates the human oxytocin receptor response; P30559; CHO-OTR cells, Fluo-8 calcium fluorescence, potentiator mode; 0% = oxytocin EC15, 100% = EC100; activation, % at 3 µM; 320,000 tested, 0.061% active; AID 2445;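 active = activation above that plate's cutoff, the mean activation of tested compounds plus 3 SD, cut at about 6.6% in these data, passing the limit was not always enough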;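 also: 100% uses oxytocin at 75 nM as the full agonist control; some results filed as inactive read as strong as hits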
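System: human OTR in CHO cells / Also added: sub-maximal oxytocin, roughly EC15 / Control set: EC15 oxytocin low, 75 nM oxytocin high / Schedule: 6 min compound pre-incubation at room temperature, 100 s kinetic read / Compound: single-point 3.0 µM / Replication: singlicate / Technique: Fluo-8 calcium dye fluorescence / Read-out basis: % activation of max/min ratio relative to oxytocin controls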
CHRM1 PAM – positive allosteric modulators of human M1 muscarinic receptor | P11229 | CHO-K1 hM1, Fluo-8 calcium fluorescence, ACh EC20; 0% = ACh EC20, 100% = maximal ACh | activation, % at 3 µM | 360,000 tested, 0.088% active; in the data active = activation above about 19%, passing the limit was not always enough
Target sequence (P11229 whole entry, looked up): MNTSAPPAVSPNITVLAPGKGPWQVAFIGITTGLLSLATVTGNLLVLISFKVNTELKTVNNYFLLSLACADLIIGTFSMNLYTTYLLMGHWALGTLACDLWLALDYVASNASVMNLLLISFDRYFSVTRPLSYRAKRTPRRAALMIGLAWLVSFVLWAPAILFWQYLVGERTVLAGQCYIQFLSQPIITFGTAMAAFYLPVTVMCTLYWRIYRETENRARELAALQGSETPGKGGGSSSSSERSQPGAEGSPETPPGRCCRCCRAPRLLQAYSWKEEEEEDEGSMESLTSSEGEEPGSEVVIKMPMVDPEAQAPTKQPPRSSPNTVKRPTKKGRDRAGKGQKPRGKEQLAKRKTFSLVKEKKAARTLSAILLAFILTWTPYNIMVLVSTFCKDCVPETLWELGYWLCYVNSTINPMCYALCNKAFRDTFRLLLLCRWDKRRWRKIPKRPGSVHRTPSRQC
M1 ag – agonists of human M1 muscarinic receptor; CHO-K1 hM1, Fluo-8 calcium fluorescence, agonist mode; 0% DMSO, 100% acetylcholine EC100; activation, % at 3 µM; 360,000 tested, 0.33% active; AID 588814;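 active = activation above the run's mean compound activation plus 3 SD, cut at about 16% in these data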;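 also: peak over basal fluorescence ratio within a 140 s kinetic read after compound addition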
V1aR counter – V1a receptor agonism, counter-screen for OXTR agonists; P37288; CHO-V1R cells, Fluo-8 calcium fluorescence, agonist mode; 0% DMSO, 100% 3 nM vasopressin; activation, % at 3 µM; 320,000 tested, 0.25% active; AID 2797;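 active = activation above the mean activation of all tested compounds plus 3 SD, per screening run, cut at about 20% in these data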;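 also: signal is peak over basal fluorescence ratio across a 100 second FLIPR read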
Target sequence (P37288 whole entry, looked up): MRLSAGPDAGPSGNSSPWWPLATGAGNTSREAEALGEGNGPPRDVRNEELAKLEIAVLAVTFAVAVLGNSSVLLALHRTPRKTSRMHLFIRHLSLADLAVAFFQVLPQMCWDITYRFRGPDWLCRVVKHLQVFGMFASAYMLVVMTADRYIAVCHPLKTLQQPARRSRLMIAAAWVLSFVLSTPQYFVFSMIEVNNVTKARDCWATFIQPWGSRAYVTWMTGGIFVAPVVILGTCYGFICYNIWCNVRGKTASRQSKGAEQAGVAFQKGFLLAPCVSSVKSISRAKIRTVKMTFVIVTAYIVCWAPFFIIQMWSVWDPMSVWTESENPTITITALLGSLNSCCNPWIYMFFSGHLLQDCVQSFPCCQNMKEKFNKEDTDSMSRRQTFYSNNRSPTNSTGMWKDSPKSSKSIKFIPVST
OXTR agonist – activates the human oxytocin receptor; P30559; CHO-OTR cells, Fluo-8 calcium fluorescence; normalized: DMSO 0%, oxytocin 100%; activation, % at 3 µM; 320,000 tested, 0.32% active;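 active = activation above the mean of all tested compounds plus 3 SD, cutoff set per screening run, cut at about 20% in these data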;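 also: peak over basal fluorescence ratio from a 100 s FLIPR kinetic read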
CHO parental Ca – signal in parental CHO cells, OX1R antagonist counter-screen; inhibition, % at 5.6 µM; parental CHO-K1, ATP-induced calcium, Fluo-8 fluorescence; 330,000 tested, 0.63% active; AID 463079;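 active = inhibition above that plate's mean sample inhibition plus 3 SD, cut at about 26% in these data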;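 also: 0% = ATP-challenged DMSO wells and 100% = DMSO wells without ATP; some compounds past the cut are filed as inactive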
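Test system: parental CHO cells; detection: calcium-sensitive Fluo-8 fluorescence; evaluation: percent inhibition of calcium signal; also added: ATP as calcium-mobilizing challenge; repeats: one well per compound; control set: ATP-challenged DMSO wells low, unchallenged DMSO wells high; compound: single nominal dose of 5.6 µM per compound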
TAAR1 antag – antagonists of human TAAR1; Q96RJ0; CHO RD-HGA16 TAAR1, Fluo-8 calcium fluorescence, antagonist; inhibition, % at 3 µM; 360,000 tested, 1.5% active; AID 624466;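 active = inhibition above a per-plate cutoff, the mean inhibition of test compounds on that plate plus 3 SD, cut at about 49% in these data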;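 also: 0% = DMSO plus EC80 beta-PEA response and 100% = DMSO alone without agonist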
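test system = CHO RD-HGA16 cells bearing hTAAR1 | replication = singlicate | controls = DMSO-only wells and EC80 β-PEA-stimulated wells | reagent = EC80 β-phenethylamine stimulus | read-out basis = percent inhibition of PEA-evoked calcium signal, max/basal emission ratio | schedule = seeding 17-24 h prior, 75-min 37 °C, 30-min RT dye loading | signal = kinetic Fluo-8 calcium fluorescence measurement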
M1 antag – antagonists of human M1 muscarinic receptor; AID 588852; CHO-K1 hM1, Fluo-8 calcium fluorescence, ACh EC80 antagonist; 360,000 tested, 1.3% active; P11229; inhibition, % at 3 µM;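 active = percent inhibition above its own plate's cutoff, namely the mean of that plate's compound wells plus 3 SD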;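 also: peak over basal fluorescence ratio during 140 s after agonist addition; 0% = ACh EC80 plus DMSO and 100% = DMSO alone without agonist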
TAAR1 ag – agonists of human TAAR1; 360,000 tested, 0.99% active; CHO RD-HGA16 TAAR1, Fluo-8 calcium fluorescence; vehicle wells 0%, saturating PEA agonist 100%; activation, % at 3 µM; Q96RJ0;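 active = activation above the mean activation of all test compounds in the run plus 3 SD, cut at about 38% in these data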
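Benchmarks: low control DMSO, high control PEA (EC100); System: CHO RD-HGA16 cells carrying human TAAR1 plus Gα16; Detection: Fluo-8 fluorescence, 5 s baseline then 140 s kinetic read; Schedule: 17-24 h plating, Fluo-8 75 min 37 °C, 30 min RT; Read-out basis: % activation from peak over basal fluorescence ratio, DMSO-to-PEA scaled.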
* marks the source's active call; other numbers are inactive results; nt = not tested or not shown.

SMILES	OXTR potentiator	CHRM1 PAM	M1 ag	V1aR counter	OXTR agonist	CHO parental Ca	TAAR1 antag	M1 antag	TAAR1 ag
CCc1ccc(OCC(=O)NC(=S)Nc2ccc(C(C)=O)cc2)c(Br)c1	-6	5	-3	0.5	-0.5	-12	2	-4	21
COc1cc(Cl)ccc1OCc1cc(C(=O)NC(C)Cc2cccnc2)no1 (stereo not drawn)	-8	3	-2	5.7	0.3	-26	11	-10	6
COc1cc([N+](=O)[O-])ccc1NC(=O)NCc1ccco1	-8	12	-13	-1.0	-1.3	-11	-12	-5	5
O=C(CSc1nnnn1-c1ccc2c(c1)OCO2)NCc1cccs1	-8	4	-6	0.0	0.1	0	-5	-2	0
COc1ccc(C(CNC(=O)c2ccc(S(=O)(=O)N3CCCC3)cc2)N(C)C)cc1OC (stereo not drawn)	-14	7	-9	1.1	0.9	-19	-31	-12	6
O=P(O)(O)CP(=O)(O)O	-3	nt	nt	1.2	0.2	-4	nt	nt	nt
C=CCN(C(=O)c1csnn1)C(C(=O)NCc1ccc(F)cc1)c1sccc1C (stereo not drawn)	-11	5	-4	-0.5	-1.2	-22	24	-3	4
Cc1cccc(-c2nc(NCCN(C)C)c3ccccc3n2)c1	nt	13	-1	nt	nt	nt	5	-15	1
Cc1ccc(CC(=O)Nc2cc([N+](=O)[O-])ccc2F)cc1	-1	7	-7	-0.2	-2.2	-4	8	-5	16
O=S(=O)(Nc1ccccc1)c1ccc(-c2csnn2)cc1	-13	-3	-4	6.4	2.9	-3	-27	3	8
CC(C)COC(=O)N(C)C[C@H]1OCc2cnnn2CCCC(=O)N([C@H](C)CO)C[C@@H]1C	nt	1	-4	nt	nt	nt	3	-2	5
CNC(=S)N/N=C/c1c(C)nn(-c2ccc(F)cc2)c1Cl	-8	-7	-1	0.9	0.7	-5	7	13	4
CCc1ccc(Nc2c([N+](=O)[O-])c(=O)oc3ccccc23)cc1	-7	1	-4	1.7	-0.1	-9	0	-4	0
Cc1ccc(S(=O)(=O)N2CCOCC2)cc1C(=O)Nc1c(C)n(C)n(-c2ccccc2)c1=O	4	-4	-5	7.5	1.6	3	7	5	4
Cc1cccc(NC(=O)c2cccc(S(=O)(=O)N3CCc4ccccc4C3)c2)n1	-2	-2	-4	1.5	-0.5	-25	45	0	1
Cc1cc2nc(-c3ccncc3)cc(C(F)(F)F)n2n1	-4	5	-4	-0.2	-1.0	-3	-23	1	-1
COc1ccc(C(CNC(=O)c2oc3ccc(C)cc3c2C)N2CCCCC2)cc1 (stereo not drawn)	-10	-8	-5	0.0	0.4	-35	-44	7	0
Cc1cc(OCC(=O)NC2CC(C)(C)NC(C)(C)C2)c2c(C)c(C)c(=O)oc2c1	-1	3	-7	1.8	0.7	-6	-9	5	1
COCCOC(=O)C1=C(C)Nc2ncnn2C1c1ccco1 (stereo not drawn)	-1	6	0	-0.8	-0.5	-14	-7	-10	9
COCCn1c(=NC(=O)/C=C/c2ccccc2Cl)sc2cc(NC(C)=O)ccc21	-2	3	-5	0.3	-0.4	-9	-21	-4	4
CCO[C@@H]1OC(C(=O)N2CCN(Cc3ccc4c(c3)OCO4)CC2)=C[C@H](c2cn(C(C)=O)c3ccccc23)[C@H]1CCCO	-12	1	-6	1.2	1.1	-24	26	0	27
Cc1ccccc1Nc1nc(N)nc(COC(=O)CC2CC3CCC2C3)n1 (stereo not drawn)	-10	10	-7	-1.1	-1.8	-10	3	-15	-3
O=C(Nc1ccon1)C12CC3CC(C1)CC(n1cnc([N+](=O)[O-])n1)(C3)C2	-4	14	-10	0.2	-0.6	-11	0	-8	-2
COc1ccccc1N1CCN(Cc2cc(=O)oc3cc(C)cc(C)c23)CC1	nt	1	-2	nt	nt	nt	-1	-14	0
CSc1ccc(CNC(=O)C2(C)CCCN2C)cc1 (stereo not drawn)	nt	4	-5	nt	nt	nt	-1	-12	1

The list goes on:
SMILES	OXTR potentiator	CHRM1 PAM	M1 ag	V1aR counter	OXTR agonist	CHO parental Ca	TAAR1 antag	M1 antag	TAAR1 ag
Cc1ccc(C23CC4CC(CC(C(=O)OCC(=O)NC5CCS(=O)(=O)C5)(C4)C2)C3)cc1 (stereo not drawn)	-6	8	-5	13	6.3	-11	-18	-4	6
C=CCNc1nc(N)c(C(=C(C#N)C#N)c2ccccc2)s1	-16	-1	-1	1.6	2.1	-25	25	-26	11
COc1ccc(C(=O)Nc2ccc(S(=O)(=O)N3CCOCC3)cc2)cc1OC	-19	9	-1	2.5	0.3	0	19	-8	-1
CC(=O)c1cccc(CN2CCC(n3nccc3NC(=O)CCc3ccccc3)CC2)c1	-8	8	-4	-0.4	-1.2	-20	nt	-12	nt
Cn1cc(C=C2C(=O)CC(C)(C)CC2=O)c2ccccc21	-6	4	-6	-0.3	-0.7	-7	17	-1	1
COc1ccccc1-c1nnc(NC(=O)c2ccc3ncsc3c2)o1	0	13	-4	2.8	-1.4	-15	-9	-6	13
CCNC(=O)COC(=O)c1cc(C)nc2ccccc12	3	9	-5	0.5	1.2	-6	-19	10	4
CC(C)c1cccc(C(C)C)c1NC(=S)Nc1cccc(Cl)c1	-7	-1	-2	1.9	-1.0	-15	3	3	2
O=c1nc(NCc2ccco2)sc2ncccc12	-2	2	-5	0.0	-0.6	-1	1	-2	4
COc1ccc(N2CCCC2)c(NC(=O)COc2ccccc2Cl)c1	4	1	-5	-1.3	-0.9	-3	-8	0	-4
Cc1ccc(C)c(NC(=S)c2ccccn2)c1	-8	-2	-5	-0.9	-2.5	-10	-4	4	-3
O=C(Nc1cccc(F)c1)/C(=C\c1cccnc1)NC(=O)c1cccs1	-15	5	-2	0.4	0.3	-20	-8	-9	4
CC12C(=O)N(c3nccs3)C(=O)C1(C)C1CCC2O1 (stereo not drawn)	nt	16	2	nt	nt	nt	-13	-14	1
c1ccc(-c2ccc(-c3cnc4n3CCCCC4)cc2)cc1	-22	-13	-4	2.1	1.6	-21	17	7	27
CNc1nc(Oc2ccccc2C(=O)OC)nc(SC)n1	-4	-6	-5	0.2	-0.1	0	5	13	2
CC(C)NC(=O)N1CCCN(c2nc3ccc(Cl)cc3s2)CC1	-12	-4	-2	2.2	-0.3	-5	-10	-3	-1
CCOC(=O)c1ccc(NC(=O)CN2C(=O)NC3(CCCCCC3)C2=O)cc1	-17	2	-3	1.2	-0.4	-4	10	0	1
CCCCCC(=O)N1CC2(CC(c3cccc(NC(=O)CC)c3)=NO2)C[C@H]1C(N)=O (stereo partly drawn)	-4	6	-2	1.1	-0.5	-9	-8	2	8
CC(=O)NC(CCS(C)(=O)=O)C(=O)Nc1nccs1 (stereo not drawn)	-6	2	-3	0.2	-0.3	-2	-15	-5	7
Cc1nnc2c3ccccc3ccn12	nt	12	-2	nt	nt	nt	6	-11	2
c1ccc(-c2nnc3n2NC(c2ccc4c(c2)OCO4)S3)cc1 (stereo not drawn)	-2	-5	-10	-0.3	-2.0	-10	10	13	5
Fc1ccccc1-c1nc(-c2ccc(-c3nn[nH]n3)cc2)no1	-3	18	3	1.9	4.6	9	38	-7	51*
CC(C)CCC(CCN1CCCC1)c1ccc2c(c1)OCO2 (stereo not drawn)	-4	-26	-7	2.2	2.4	-21	-33	57*	8
CCCc1sc(N/N=C/c2ccccn2)nc1-c1ccc(Br)cc1	-2	1	-3	0.6	-0.7	-13	-29	2	6
CC(=O)c1ccc(OCc2cccc(C(F)(F)F)c2)cc1O	-15	-6	-4	-0.4	-2.0	-25	8	-3	22

Next section.
SMILES	OXTR potentiator	CHRM1 PAM	M1 ag	V1aR counter	OXTR agonist	CHO parental Ca	TAAR1 antag	M1 antag	TAAR1 ag
O=C(O)c1cccc(NC(=S)NCc2ccccc2)c1	3	1	0	0.8	1.4	1	2	4	0
Cc1cccc(NC(=O)c2nc[nH]c2C(=O)NC[C@H](C)O)c1	nt	8	0	nt	nt	nt	-8	-13	1
Cc1cccc(OCC(=O)Nc2ccc(N3CCCC3)cc2)c1C	-8	-23	-12	-0.8	-0.5	-13	0	6	0
Cc1cccnc1NC(=O)C1CCN(S(=O)(=O)c2ccc3ccccc3c2)CC1	-14	7	-5	1.3	-1.2	-11	0	-13	1
Cc1ccc(-c2nnn3c2nc(NC(C)C)c2ccccc23)cc1	-18	11	2	-0.2	0.7	-6	11	-10	-2
CCn1cc(CN(C)C(=O)/C=C/c2ccc([N+](=O)[O-])cc2)c(C)n1	-6	3	-3	2.8	0.8	-3	-12	9	4
COc1ccc(CCCC(=O)N/N=C/c2cccc(OC)c2O)cc1C	-12	6	7	5.2	-0.4	-2	19	-15	12
O=C(O)CCc1nn2c3ccccc3nc2n(-c2ccccc2)c1=O	2	-2	-3	0.4	0.3	-6	-12	4	3
CSc1cnn(Cc2ccccc2)c(=O)c1SCc1ccccc1	-2	2	-10	-0.7	-1.6	-5	-16	-6	0
Cc1c(OC(C)C(=O)NCCCN2CCCC2=O)ccc2c3c(c(=O)oc12)CCCC3 (stereo not drawn)	-3	-4	-4	1.3	-0.3	-16	-7	-2	0
C=CCN1C(=Nc2ccccc2)SC/C1=C\C(=O)OC	-3	2	-6	-1.0	-1.6	-22	3	4	16
Cc1cc(=O)oc2cc(NC(=O)c3ccccc3Cl)ccc12	-11	7	-4	-0.2	-0.1	-7	9	-13	0
Nc1c(C(=O)NCc2ccco2)sc2nc3c(cc12)C(=O)CCC3	-1	3	-7	-1.1	-1.3	-15	6	-8	0
COc1ccc(OCc2cc(C(=O)NCCc3ccccc3)no2)c(Cl)c1	-5	-10	-5	2.2	0.7	-27	0	16	-1
O=C1Nc2ccccc2C12OC1CCCCC1O2 (stereo not drawn)	1	-1	0	-0.5	1.3	-7	-13	4	2

Limited to M1 antag (two entries from above):
SMILES	M1 antag
O=C(O)CCc1nn2c3ccccc3nc2n(-c2ccccc2)c1=O	4
CSc1cnn(Cc2ccccc2)c(=O)c1SCc1ccccc1	-6

Compounds above with bromine, in the order listed:
SMILES	OXTR potentiator	CHRM1 PAM	M1 ag	V1aR counter	OXTR agonist	CHO parental Ca	TAAR1 antag	M1 antag	TAAR1 ag
CCc1ccc(OCC(=O)NC(=S)Nc2ccc(C(C)=O)cc2)c(Br)c1	-6	5	-3	0.5	-0.5	-12	2	-4	21
CCCc1sc(N/N=C/c2ccccn2)nc1-c1ccc(Br)cc1	-2	1	-3	0.6	-0.7	-13	-29	2	6

Assay outcomes as filed in PubChem BioAssay.
